Source: PubChem (several laboratories)
RmlCD inh 1536 – blocks M. tuberculosis RmlC and RmlD coupled enzymes; P9WH09+P9WH11; RmlC+RmlD coupled enzyme assay, percent inhibition; primary screen in compound mixtures; inhibition, % at 3.6 µM; actives 0.03% (n = 160,000); AID 1533; in the data active = inhibition mostly above about 34%, no sharp cut-off; note: some results filed as inactive read as strong as hits
Target sequence (P9WH09 whole entry, looked up): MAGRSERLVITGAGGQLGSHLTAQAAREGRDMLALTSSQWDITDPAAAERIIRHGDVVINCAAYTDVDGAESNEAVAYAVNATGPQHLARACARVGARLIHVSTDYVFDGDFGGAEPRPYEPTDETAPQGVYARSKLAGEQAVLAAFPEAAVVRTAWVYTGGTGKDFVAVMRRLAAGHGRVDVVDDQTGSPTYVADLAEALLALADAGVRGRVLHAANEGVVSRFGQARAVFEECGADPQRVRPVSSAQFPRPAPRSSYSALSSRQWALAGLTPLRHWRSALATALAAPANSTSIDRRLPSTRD
Target sequence (P9WH11 whole entry, looked up): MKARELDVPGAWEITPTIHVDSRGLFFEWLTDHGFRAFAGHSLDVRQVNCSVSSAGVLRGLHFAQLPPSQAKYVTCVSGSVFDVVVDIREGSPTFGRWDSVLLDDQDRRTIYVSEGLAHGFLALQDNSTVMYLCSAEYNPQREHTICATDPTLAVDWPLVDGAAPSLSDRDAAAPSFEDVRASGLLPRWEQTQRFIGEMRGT
GlmU inhibition – inhibition of mycobacterial GlmU enzyme – biochemical, glucosamine-1-phosphate acetyltransferase (AID 1376). M. tuberculosis GlmU acetyltransferase enzyme assay; higher % means a stronger effect. inhibition, %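 (tested at 30 µM in the primary screen)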, or IC50 in µM where a hit was titrated. actives 0.25% (n = 220,000); in the data active = inhibition above about 13%;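 note: 0% = complete reaction with vehicle and 100% = reaction without substrate; strong numbers were not always called active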
Starred values were filed as active, the others as inactive; . = not tested or not shown.

#1 CC1(OC(=O)C2CCCC2)C(=O)C=C2C=C(c3ccsc3)N(CC3CC3)C=C2C1=O (stereo unspecified)
#2 Cc1cc(NC(=O)CSc2nnc(-c3ccoc3C)n2N)no1
#3 O=[N+]([O-])c1ccccc1N/N=C/c1cccc(O)c1O
#4 c1ccc2[nH]c(CSc3nc4ccccc4s3)nc2c1
#5 COc1cccc(C(=O)Nc2ncc3c(n2)CC(C)CC3=O)c1 (stereo unspecified)
#6 CCC1(CC)C(=O)NC(=O)NC1=NCCc1c[nH]c2ccccc12
#7 Cc1ccc(N=C2S/C(=C\c3cn(CC(=O)O)c4ccccc34)C(=O)N2C)cc1
#8 COc1ccccc1-n1cnnc1SCC(=O)N1CCN(C(=O)c2ccco2)CC1
#9 O=c1[nH]cnc2cc(-c3ccccc3)sc12
#10 Cc1ccc(S(=O)(=O)Nc2nc(N)n(-c3ccccc3)n2)cc1

Compound	1	2	3	4	5	6	7	8	9	10
RmlCD inh 1536	.	.	9	.	11	.	.	5	.	-14
GlmU inhibition	-1.7%	0.1%	0.5%	-0.1%	1.2%	-2.0%	7.8%	3.3%	4.6%	0.4%

#11 CCSC1=NCCN1S(=O)(=O)c1ccc2ccccc2c1
#12 CCC(=O)NC(C)C(c1cccs1)N1CCN(c2ccccc2)CC1 (stereo unspecified)
#13 Nc1nc(Nc2ccc(Cl)cc2)nc2ccccc12
#14 Cc1cc(NC(=O)CSc2nnc(C3COc4ccccc4O3)o2)no1 (stereo unspecified)
#15 Cc1nonc1C(=O)N/N=C/c1ccc(O)cc1O
#16 CC1CCCN(C(=O)c2ccncc2)C1 (stereo unspecified)
#17 CC1N(O)C(c2ccc(Cl)cc2Cl)N(O)C1(C)C (stereo unspecified)
#18 CCOc1ccc(-n2c(C)cc(C(=O)CCl)c2C)cc1
#19 CCC(=O)N(Cc1cc2cc(OC)ccc2[nH]c1=O)c1cccc(C)c1
#20 O=C(CSc1ccc2nnc(-c3ccncc3)n2n1)NCC1CCCO1 (stereo unspecified)

Compound	11	12	13	14	15	16	17	18	19	20
RmlCD inh 1536	73	.	.	4	-11	-13	12	.	11	.
GlmU inhibition	-6.3%	3.7%	0.5%	-3.5%	8.2%	3.7%	2.7%	1.9%	0.1%	6.0%

#21 O=C(C(Cc1ccc(Cl)cc1)NS(=O)(=O)c1ccccc1)N1CC[C@@]2(O)CCCC[C@H]2C1 (stereo partly specified)
#22 CCCCn1nnc(NC(=S)NC(=O)c2ccc(-c3cccc(Cl)c3Cl)o2)n1
#23 CC(C)(C)C1(O)CC(C(F)(F)F)=NN1C(=O)CCc1ccccc1 (stereo unspecified)
#24 CSc1nsc(SC)c1C(=O)Nc1ccc(C(C)(C)C)cc1
#25 CCOC(=O)c1cccc(N2C(=O)C3C(C2=O)C2C=CC3C23CC3)c1 (stereo unspecified)
#26 c1ccc2[nH]c(CN3CCCCCC3)nc2c1
#27 O=C(Nc1ccc2c(c1)CCC2)c1ccc(F)cc1
#28 Cn1c(=O)c2cc3ccc(Cl)cc3nc2n(C)c1=O
#29 CC1CCCCN1C(=O)CNCC1CCCO1 (stereo unspecified)
#30 Cc1cccc(-n2ncc3c(NCc4ccccc4)ncnc32)c1

Compound	21	22	23	24	25	26	27	28	29	30
RmlCD inh 1536	.	13	29	.	6	17	12	-9	-7	-2
GlmU inhibition	1.9%	-6.2%	2.3%	4.1%	-0.6%	-5.0%	-7.1%	0.4%	7.0%	-5.6%

#31 CC(=O)c1cccc(NS(=O)(=O)c2c(C)noc2C)c1
#32 CCC1=[N+](CC(=O)c2ccc(C)cc2)CCn2cccc21
#33 COc1cc(-c2noc(CCCC(=O)NC3CCCCC3)n2)cc(OC)c1OC
#34 Cc1ccc2nc(C)c(C(=O)NN=C3CCN(C)CC3)n2c1
#35 CC12CC(NC(=O)N1c1cccc(C(=O)NCc3ccc4c(c3)OCO4)c1)c1cc(Cl)ccc1O2 (stereo unspecified)
#36 Cc1noc(NS(=O)(=O)c2ccc(NC(=O)C34CC5CC(C3)CC(n3cnc(Br)n3)(C5)C4)cc2)c1C
#37 O=C(N/N=C/c1ccc([N+](=O)[O-])o1)c1cc(-c2ccc(-c3ccccc3)cc2)nc2ccccc12
#38 Cc1cccc[n+]1CCCCCCCCCC[n+]1ccccc1C
#39 CCCSc1nc(N)c(C#N)c(-c2ccc(C)cc2)c1C#N
#40 CCCCn1c(SCC(=O)Nc2cc(C)on2)nc2ccsc2c1=O

Compound	31	32	33	34	35	36	37	38	39	40
RmlCD inh 1536	10	3	9	3	-8	-14	.	-4	60	5
GlmU inhibition	.	-4.2%	-1.5%	6.6%	1.3%	1.0%	-7.2%	-5.4%	-0.9%	1.1%

Compounds from the list above with fluorine, in the order listed:
#23 CC(C)(C)C1(O)CC(C(F)(F)F)=NN1C(=O)CCc1ccccc1 (stereo unspecified)
#27 O=C(Nc1ccc2c(c1)CCC2)c1ccc(F)cc1

Compound	23	27
RmlCD inh 1536	29	12
GlmU inhibition	2.3%	-7.1%

(more compounds)
#41 N#CCSc1nnc(C2CCCCC2)n1Cc1ccccc1
#42 Cc1cccc(-c2nnnn2-c2cccc(C)c2)c1
#43 CNC(=S)N1CCc2sccc2C1C (stereo unspecified)
#44 CCc1ccc2oc(=O)cc(CN3CCCCC3C)c2c1 (stereo unspecified)
#45 COc1ccc(CCNC(=O)CC2Nc3cc(C)c(C)cc3NC2=O)cc1OC (stereo unspecified)
#46 Oc1c(C=Nc2cccc3cccnc23)sc2ccccc12
#47 COc1ccc(S(=O)(=O)N2CCC(C(=O)NCC3CCCO3)CC2)cc1OC (stereo unspecified)
#48 Fc1ccccc1Cc1noc(CN2CCN(C/C=C/c3ccccc3)CC2)n1
#49 O=C(c1ccc(-c2cccc(Cl)c2)o1)N1CCN(c2ccc([N+](=O)[O-])cc2)CC1
#50 CCNC(=S)NNC(=O)c1ccncc1

Compound	41	42	43	44	45	46	47	48	49	50
RmlCD inh 1536	-2	-4	-8	8	.	-6	.	3	-8	-3
GlmU inhibition	-1.9%	7.7%	7.1%	-3.5%	-0.9%	0.9%	0.6%	-0.7%	2.3%	5.5%

#51 Cc1csc(NC(C)c2nc3cc(Cl)c(Cl)cc3n2CCCO)n1 (stereo unspecified)
#52 Cn1c(COc2ccccc2)nnc1SCc1nc2ccccc2[nH]1
#53 CC(=O)C1=C(C)Nc2ncnn2C1c1cccc(OCc2ccccc2)c1 (stereo unspecified)
#54 CCOc1ccc(NC(=O)Nc2ccccc2SC)cc1
#55 CCOC(=O)CN1C(=O)C(O)=C(C(C)=O)C1c1ccccc1 (stereo unspecified)
#56 COc1ccc(Cl)cc1NC(=S)NCCc1c[nH]c2ccccc12
#57 COCc1cc(C)nc(SCC(=O)Nc2cccc3cccnc23)c1C#N
#58 CC(C)Sc1nnc(NC(=O)CCc2ccccc2)s1
#59 O=C(Nc1nccs1)Oc1ccccc1
#60 COc1ccc(NC(=O)NC23CC4(C)CC(C)(CC(C)(C4)C2)C3)cc1OC

Compound	51	52	53	54	55	56	57	58	59	60
RmlCD inh 1536	.	-5	7	.	-11	6	5	.	-4	16
GlmU inhibition	1.3%	0.0%	-4.2%	-3.1%	-3.8%	-2.1%	15%*	0.5%	4.2%	-6.2%

#61 COc1cc(C2Nc3ccc4ncccc4c3C3=C2C(=O)CCC3)cc(OC)c1OC (stereo unspecified)
#62 O=C(CN1CC=C(c2ccccc2)CC1)NC(=O)NCc1ccccc1
#63 COc1ccc(C2c3c(oc4ccccc4c3=O)C(=O)N2CC2CCCO2)cc1 (stereo unspecified)
#64 CCCc1[nH]n(-c2ccc([N+](=O)[O-])cc2)c(=O)c1C=NCCN1CCNCC1
#65 OCCN(CCO)CC(O)Cn1c2ccccc2c2ccccc21 (stereo unspecified)
#66 S=C(c1ccccc1)N(c1ccccc1)c1ccccc1
#67 O=C(NCc1ccccc1)N[C@@H](Cc1ccccc1)C(=O)O
#68 CCOc1cc(CNC2CCCC2)ccc1OCc1ccccc1Cl
#69 CC1(C)Cc2c(ccc3ccccc23)/C(=C/C(=O)N2CCCCC2)N1
#70 CCn1c(C)nc2cc(C(=O)N/N=C(\C)c3ccccc3O)ccc21

Compound	61	62	63	64	65	66	67	68	69	70
RmlCD inh 1536	7	.	4	9	4	10	.	-6	.	19
GlmU inhibition	-0.1%	6.3%	3.0%	-7.5%	7.5%	-4.7%	0.4%	-7.2%	0.6%	6.8%

Filtered by structure: the entries above containing an aryl methoxy group (ten)
#5 COc1cccc(C(=O)Nc2ncc3c(n2)CC(C)CC3=O)c1 (stereo unspecified)
#8 COc1ccccc1-n1cnnc1SCC(=O)N1CCN(C(=O)c2ccco2)CC1
#19 CCC(=O)N(Cc1cc2cc(OC)ccc2[nH]c1=O)c1cccc(C)c1
#33 COc1cc(-c2noc(CCCC(=O)NC3CCCCC3)n2)cc(OC)c1OC
#45 COc1ccc(CCNC(=O)CC2Nc3cc(C)c(C)cc3NC2=O)cc1OC (stereo unspecified)
#47 COc1ccc(S(=O)(=O)N2CCC(C(=O)NCC3CCCO3)CC2)cc1OC (stereo unspecified)
#56 COc1ccc(Cl)cc1NC(=S)NCCc1c[nH]c2ccccc12
#60 COc1ccc(NC(=O)NC23CC4(C)CC(C)(CC(C)(C4)C2)C3)cc1OC
#61 COc1cc(C2Nc3ccc4ncccc4c3C3=C2C(=O)CCC3)cc(OC)c1OC (stereo unspecified)
#63 COc1ccc(C2c3c(oc4ccccc4c3=O)C(=O)N2CC2CCCO2)cc1 (stereo unspecified)

Compound	5	8	19	33	45	47	56	60	61	63
RmlCD inh 1536	11	5	11	9	.	.	6	16	7	4
GlmU inhibition	1.2%	3.3%	0.1%	-1.5%	-0.9%	0.6%	-2.1%	-6.2%	-0.1%	3.0%

Some of the compounds tested; rates above refer to the full screens.
